Cdc25B block – inhibitors of human Cdc25B phosphatase; AID 368; 65,000 compounds, 0.1% hits; inhibition, %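 (compounds tested at 10 µM final in the well)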; P30305; recombinant Cdc25B, OMFP fluorescence Ex485/Em525; in the data active means inhibition above about 50%
CatB mix inh – human cathepsin B inhibition by mixtures; 62,000 compounds, 0.06% hits; P07858; Purified cathepsin B, AMC dipeptide fluorescence, compound mixtures; inhibition, %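 (ten-compound pools at 5 µM per compound and 50 µM total)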; in the data active means inhibition above about 22%, passing the limit was not always enough;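 further: 0% = enzyme without compound and 100% = no enzyme blank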
Ecoli tolC – blocks growth of E. coli BW25113 tolC mutant; OD615; growth inhibition, % at 10 µM (by protocol); 65,000 compounds, 2.2% hits; AID 573;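 active means growth inhibition at or above a cutoff equal to the mean over every tested compound plus 3 SD, cut at about 60% in these data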;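 further: growth measured after 20 h incubation at 37 °C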
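Test system: tolC-deleted E. coli BW25113 | Medium: LB with kanamycin 50 µg/mL | Compound dosing: Single concentration, 10 µM final per compound | Schedule: 37 °C, 20 h exposure | Measured by: OD at 615 nm | Evaluation: Percent growth inhibition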
MKP-1 inh – human dual specificity phosphatase 1 inhibition. P28562. recombinant MKP-1, OMFP hydrolysis fluorescence. inhibition, %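 (compounds tested at a single concentration somewhere between 10 and 100 µM)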. 65,000 compounds, 0.15% hits. AID 374;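 active means inhibition above about 50%, limit read from the data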;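 further: 0% = DMSO max control wells and 100% = wells with enzyme stopped by NaOH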
D1 mod – allosterically modulates the human D1 dopamine receptor; HEK293 D1, CRE-luciferase, dopamine EC30 potentiation; actives deviate in either direction; P21728; B-score at 10 µM; 58,000 compounds, 5.9% hits;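 active means luminescence count or its row- and column-corrected plate score outside the 99.7% band of the plate's sample wells, on either side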
AP complement – orthogonal test for alternative complement pathway inhibitors; Human serum alternative complement pathway, LPS-coated ELISA, C3 deposition; tested in compound mixtures; inhibition, % at 5 µM; 62,000 compounds, 0.08% hits; AID 1235;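 active means inhibition above 30% in each of the two pooled mixtures holding the compound, so the lower value exceeds 30%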;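 further: 0% = serum in Mg-EGTA without compound and 100% = EDTA serum blank; some compounds past the cut are filed as inactive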
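Test system – human serum alternative complement pathway, C3 deposition on LPS-coated wells · Buffer or medium – diluted human serum in Mg2+-EGTA GVB++ · Compound dosing – 5 µM each compound, pools of ten, 50 µM per pool · Schedule – 1 h serum-compound exposure at 37 °C · Measured by – Anti-C3 ELISA, OD 450 nm · Read-out basis – percent inhibition of C3 deposition onto LPS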
Ec RNAP inh – Escherichia coli RNA polymerase inhibition; P0A8V2; E. coli RNA polymerase, fluorescence transcription assay; inhibition, %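 (tested at 10 µM)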; 62,000 compounds, 0.2% hits; AID 559; in the data active means inhibition above about 20%;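 further: 0% = enzyme without compound and 100% = no enzyme blank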
Target sequence (P0A8V2 whole entry, looked up): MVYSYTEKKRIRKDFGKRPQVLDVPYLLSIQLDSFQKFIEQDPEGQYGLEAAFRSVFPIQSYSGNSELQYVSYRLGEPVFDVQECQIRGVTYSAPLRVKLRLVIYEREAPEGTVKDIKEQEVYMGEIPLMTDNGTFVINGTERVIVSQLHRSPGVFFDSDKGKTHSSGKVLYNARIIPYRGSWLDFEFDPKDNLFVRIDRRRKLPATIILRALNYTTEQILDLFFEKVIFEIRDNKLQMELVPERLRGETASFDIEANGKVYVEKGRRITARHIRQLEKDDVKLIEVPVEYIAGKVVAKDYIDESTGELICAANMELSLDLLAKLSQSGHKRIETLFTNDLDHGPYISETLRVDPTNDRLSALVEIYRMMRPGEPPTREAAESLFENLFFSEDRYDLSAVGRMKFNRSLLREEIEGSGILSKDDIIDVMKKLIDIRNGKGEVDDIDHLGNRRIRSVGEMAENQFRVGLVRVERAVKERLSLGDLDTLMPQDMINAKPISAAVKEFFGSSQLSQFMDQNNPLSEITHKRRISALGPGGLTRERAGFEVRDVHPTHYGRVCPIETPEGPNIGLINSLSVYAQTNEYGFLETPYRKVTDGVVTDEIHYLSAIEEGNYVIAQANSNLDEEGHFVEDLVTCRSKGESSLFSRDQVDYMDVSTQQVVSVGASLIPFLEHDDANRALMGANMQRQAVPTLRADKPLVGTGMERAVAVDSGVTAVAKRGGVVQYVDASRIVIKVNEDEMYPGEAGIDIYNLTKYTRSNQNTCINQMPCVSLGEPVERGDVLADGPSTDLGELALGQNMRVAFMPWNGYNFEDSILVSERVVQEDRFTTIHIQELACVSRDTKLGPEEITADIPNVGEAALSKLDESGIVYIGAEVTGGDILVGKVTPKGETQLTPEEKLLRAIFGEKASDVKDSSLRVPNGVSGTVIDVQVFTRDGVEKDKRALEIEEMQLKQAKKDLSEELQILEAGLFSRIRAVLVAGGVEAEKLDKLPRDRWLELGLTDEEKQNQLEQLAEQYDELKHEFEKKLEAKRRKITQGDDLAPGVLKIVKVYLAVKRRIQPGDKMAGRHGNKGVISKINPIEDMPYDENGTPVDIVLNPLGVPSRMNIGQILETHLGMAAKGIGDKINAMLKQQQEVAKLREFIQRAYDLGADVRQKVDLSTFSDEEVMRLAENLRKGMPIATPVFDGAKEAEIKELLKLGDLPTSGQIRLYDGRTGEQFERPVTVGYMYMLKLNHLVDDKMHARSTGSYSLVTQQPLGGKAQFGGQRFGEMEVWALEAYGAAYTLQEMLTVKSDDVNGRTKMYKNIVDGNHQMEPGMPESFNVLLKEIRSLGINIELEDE
CatB inh – blocks human cathepsin B protease activity; P07858; purified cathepsin B, fluorogenic substrate, fluorescence; inhibition, %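 (tested at 10 µM)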; 63,000 compounds, 0.1% hits; AID 453; in the data active means inhibition above about 21%;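 further: 0% = enzyme with no compound and 100% = no enzyme blank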
Hsp90 block – displaces geldanamycin probe from tumor Hsp90; inhibition, % at 30 µM; NCI-N417 lysate Hsp90, Cy3B-geldanamycin FP displacement; 64,000 compounds, 0.35% hits; P07900;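 active means inhibition above 50%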;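 further: 0% = tracer plus lysate wells and 100% = tracer alone without lysate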
* = called active by the depositor; nt = no result given.

1. CC(C)n1c(SCC(=O)NCc2ccco2)nc2c1c(=O)n(C)c(=O)n2C
2. Cn1c(CN2CCCCC2)nc2cc(NC(=O)c3cccs3)ccc21
3. CCCCc1c(C)nc(N)[nH]c1=O
4. COc1ccc(Cl)cc1S(=O)(=O)n1nnc2ccccc21
5. COCCNC(=O)CCCn1c(=O)c2ccccc2n(CC(=O)NCCC2=CCCCC2)c1=O
6. COC(=O)NCC(c1cccnc1)N1CCN(c2ccccc2OC)CC1 (stereo not drawn)
7. COc1ccc(-n2ncc3c(N4CCCCC4)ncnc32)cc1
8. Cc1nc(SCc2ccccc2C)n[nH]1
assay / entry,1,2,3,4,5,6,7,8
Cdc25B block,-13,-11,-6,2,5,8,-18,6
CatB mix inh,1,18,-3,1,4,1,4,-5
Ecoli tolC,-10,13,-12,-20,-15,-20,21,13
MKP-1 inh,-3,7,5,-20,5,1,-8,2
D1 mod,nt,-0.5,2.7,-0.99,nt,0.56,-7.1*,-0.098
AP complement,-3,-7,14,-12,16,0,9,23
Ec RNAP inh,6,4,-2,12,4,10,11,-5
CatB inh,-2,2,1,3,-5,0,3,-4
Hsp90 block,1,-9,3,1,-1,-8,9,-2

9. Cc1ccc(-c2nnc(-c3cccc(Br)c3)o2)cc1
10. Cc1nc2c(C(=O)NCc3ccco3)cnn2c(C)c1Cc1ccc(F)cc1Cl
11. Cc1nc(-c2cccc(S(=O)(=O)N3CCOCC3)c2)cs1
12. Cc1ccccc1CN(c1ccc(C(N)=O)cc1)S(C)(=O)=O
13. O=c1c2ccccc2nc2n1CCC2
14. O=C(c1ccco1)N(Cc1nc2ccccc2c(=O)[nH]1)C1CCCC1
15. O=C(Nc1nccs1)C12CC3CC(C1)CC(C(=O)Nc1nccs1)(C3)C2
16. CCCCOC(=O)c1ccc(NC(=O)C(CCS(C)(=O)=O)NC(C)=O)cc1 (stereo not drawn)
assay / entry,9,10,11,12,13,14,15,16
Cdc25B block,20,-17,2,2,3,-11,0,-4
CatB mix inh,0,4,6,2,0,-4,-11,3
Ecoli tolC,9,14,-12,-13,-17,-14,20,-7
MKP-1 inh,10,16,-8,-12,4,-14,2,25
D1 mod,-0.45,0.97,0.34,-0.67,-0.43,-0.055,-1.3,0.81
AP complement,-6,16,23,13,7,2,0,5
Ec RNAP inh,14,3,9,2,4,2,12,9
CatB inh,-2,12,3,-3,6,1,4,4
Hsp90 block,7,-5,-4,-2,-3,-3,-6,-4

17. CCN(CC)S(=O)(=O)c1cccc(-c2nnc(C(=O)c3ccc(C(F)(F)F)cc3)o2)c1
18. COc1ccccc1NC(=O)Cn1cnc2c1c(=O)n(C)c(=O)n2C
19. CN1CCN(CCC(=O)N2c3ccccc3Sc3ccc(Cl)cc32)CC1
20. O=c1[nH]c(-c2cccs2)nc2ccccc12
21. C=CCn1c(SCC(=O)c2cc(C)n(CC3CCCO3)c2C)nnc1-c1ccccc1 (stereo not drawn)
22. c1ccc(N=P(N2CCOCC2)(N2CCOCC2)N2CCOCC2)cc1
23. O=C(CN1C(=O)C2CCCCN2C(=O)c2ccccc21)N1CCCc2ccccc21 (stereo not drawn)
24. Cc1ccc(C(=O)N2CCN(C3CCCCC3)CC2)s1
assay / entry,17,18,19,20,21,22,23,24
Cdc25B block,-8,-3,20,-10,0,23,-10,-4
CatB mix inh,3,-1,nt,-6,-2,3,nt,3
Ecoli tolC,-8,-16,4,-4,6,-22,-11,-8
MKP-1 inh,25,4,-33,5,34,-13,8,2
D1 mod,0.16,0.19,-3,0.72,0.37,2.6,-0.8,0.92
AP complement,8,1,nt,27,6,11,nt,16
Ec RNAP inh,0,10,9,6,3,3,nt,4
CatB inh,-4,3,7,5,2,3,nt,7
Hsp90 block,-1,-2,-3,-2,-3,-6,0,nt

3 entries from above, sorted by molar mass, falling:
21. C=CCn1c(SCC(=O)c2cc(C)n(CC3CCCO3)c2C)nnc1-c1ccccc1 (stereo not drawn)
23. O=C(CN1C(=O)C2CCCCN2C(=O)c2ccccc21)N1CCCc2ccccc21 (stereo not drawn)
18. COc1ccccc1NC(=O)Cn1cnc2c1c(=O)n(C)c(=O)n2C
assay / entry,21,23,18
Cdc25B block,0,-10,-3
CatB mix inh,-2,nt,-1
Ecoli tolC,6,-11,-16
MKP-1 inh,34,8,4
D1 mod,0.37,-0.8,0.19
AP complement,6,nt,1
Ec RNAP inh,3,nt,10
CatB inh,2,nt,3
Hsp90 block,-3,0,-2

New compounds follow:
25. Cc1csc(NC(=O)c2cccc(Cn3nc(C)c(Br)c3C)c2)n1
26. COC(=O)CSc1nnc(CNC(=O)c2cccc(C)c2)n1-c1ccccc1OC
27. Cn1c(=O)c2c(nc(CN3CCN(c4ccccc4)CC3)n2CCN2CCOCC2)n(C)c1=O
28. Cc1cccc(NC(=O)c2cc3c(n(-c4ccccc4)c2=O)CCCC3=O)n1
29. Cn1nnnc1SCC(=O)Nc1ccc(Oc2ccccc2)cc1
30. Nc1nc(-c2ccc3c(c2)OCCO3)cs1
31. O=C(Nc1ccccc1)N1CCn2c(nc3ccccc32)C1
32. CCOCCOC(=O)C1=C(C)N(C)C(=O)NC1c1cc(Cl)c(O)c(OCC)c1 (stereo not drawn)
assay / entry,25,26,27,28,29,30,31,32
Cdc25B block,-7,0,2,-1,-9,-8,-25,-11
CatB mix inh,-1,-1,-2,6,3,-4,5,1
Ecoli tolC,73*,-6,-17,-16,20,4,8,16
MKP-1 inh,14,-1,30,12,-2,5,27,7
D1 mod,-0.46,-1.2,0.08,1.5,0.95,-0.23,-0.46,0.86
AP complement,7,10,12,8,8,11,13,13
Ec RNAP inh,1,4,-3,nt,2,-1,6,2
CatB inh,-7,5,-1,2,5,-3,1,-3
Hsp90 block,-8,-1,1,2,-2,3,2,3

33. C#CCn1cnc2c(cnn2-c2ccc(C)c(C)c2)c1=O
34. COc1ccc(CCNc2oc(-c3ccc(OC)c(OC)c3)nc2C#N)cc1
35. Cc1[nH]c2c(C)cccc2c(=O)c1Br
36. CCOC(=O)c1cccc(NC(=O)CSc2nnnn2CC)c1
37. Cc1ccc(Cn2c(CN3CCN(C(=O)c4ccco4)CC3)nc3c2c(=O)n(C)c(=O)n3C)cc1
38. O=C(Cn1nc(Cc2cccnc2)c2ccccc2c1=O)N1CCN(c2ccccn2)CC1
39. Nc1nc(SCC(=O)NCCCO)nc2sc3c(c12)CCC3
40. O=S(=O)(NCc1cccnc1)c1cccc2cccnc12
assay / entry,33,34,35,36,37,38,39,40
Cdc25B block,4,5,3,2,0,-4,-5,6
CatB mix inh,-3,-1,8,5,4,0,-1,6
Ecoli tolC,-32,4,16,-14,3,-19,-12,-11
MKP-1 inh,-6,19,-10,-1,10,12,1,13
D1 mod,nt,3.7,-0.95,-0.46,0.79,-0.065,0.042,0.35
AP complement,10,-5,9,10,1,19,8,1
Ec RNAP inh,3,3,10,6,5,4,5,nt
CatB inh,3,1,0,-1,-4,-2,-1,-2
Hsp90 block,3,-1,-3,-10,-15,-4,-7,-4

41. CC(=O)Nc1cccc(N(C)S(C)(=O)=O)c1
42. CC(Cc1cccs1)NC(=O)Nc1ccccc1 (stereo not drawn)
43. COc1ccc(CCNC(=O)CCn2c(SCC#N)nc3ccccc3c2=O)cc1OC
44. CCCCCn1c(-c2ccco2)nc2nc3ccccc3nc21
45. COc1ccc(CNC(=O)C2CC(c3ccc(OC)cc3)=NO2)cc1 (stereo not drawn)
46. CCOC(=O)c1c(C)c(C(=O)O)n(C)c1C
47. COC(=O)c1ccccc1S(=O)(=O)N(Cc1cc2cc3c(cc2[nH]c1=O)OCO3)C1CCCCC1
48. Cc1ccc(C(=O)CSc2nnc(-c3cccnc3)n2N)cc1
assay / entry,41,42,43,44,45,46,47,48
Cdc25B block,-8,-5,-16,10,-6,-13,5,-6
CatB mix inh,-3,5,1,-3,5,3,7,-11
Ecoli tolC,-12,21,3,77*,-17,-2,12,11
MKP-1 inh,24,-5,7,27,11,3,-12,-4
D1 mod,-0.023,-0.034,3.6,12*,0.036,-1.3,0.36,-2.7
AP complement,5,21,23,-10,26,3,-12,7
Ec RNAP inh,5,0,-4,-4,4,14,-3,9
CatB inh,11,-1,-9,-11,-1,nt,8,1
Hsp90 block,-2,-6,-3,-2,0,-1,-2,-3

49. Cc1cc(=O)n(C)c(=O)n1CC(=O)N1CCCCCC1
50. Cc1noc(C(=O)Nc2c(C)nn(Cc3ccccc3)c2C)c1Cl
51. Cn1c(CNc2ccccc2)nc2ccccc21
52. CCCCCc1c(C)nc(N2CCc3ccccc3C2)[nH]c1=O
53. Cc1cccc(N2CSC3=C(C#N)C(c4ccc(C)o4)CC(=O)N3C2)c1 (stereo not drawn)
54. COc1ccc(OC)c(-n2nnnc2SCC(=O)Nc2nc(C)c(C)s2)c1
55. CN(C(=O)COC(=O)COc1ccccc1F)C1CCS(=O)(=O)C1 (stereo not drawn)
56. O=C(Cn1nnc(-c2ccccc2)n1)OC1CCOC1=O (stereo not drawn)
assay / entry,49,50,51,52,53,54,55,56
Cdc25B block,-8,4,2,1,8,-6,9,-6
CatB mix inh,1,-1,0,-1,nt,0,9,43
Ecoli tolC,-6,-2,-7,7,-18,6,-3,-20
MKP-1 inh,5,-6,8,7,15,0,3,4
D1 mod,1.9,0.58,-1.1,-0.0073,-0.86,-0.45,0.35,-0.019
AP complement,6,8,-1,19,nt,2,15,16
Ec RNAP inh,16,8,0,4,nt,4,2,-5
CatB inh,-4,0,-5,2,nt,0,-4,0
Hsp90 block,-5,-3,-1,-3,-8,-3,-2,3

57. COc1nc(OC)nc(N2CCC(C(=O)NCc3ccco3)CC2)n1
58. O=C(O)CCc1nc(-c2ccccc2Cl)no1
59. O=C(NCc1ccccn1)Nc1cccc(NC(=O)NCc2ccccn2)c1
60. CC(NC(=O)C1CCC(=O)N1Cc1ccc(F)cc1)c1ccc2c(c1)OCCO2 (stereo not drawn)
61. CCCC1(C(=O)OC)NC(c2ccc(OC)c(OC)c2)C2C(=O)N(c3ccc4c(c3)OCO4)C(=O)C21 (stereo not drawn)
62. Cc1ccc(-c2nc3cc(NC(=O)C(C)C)ccc3o2)cc1
63. c1ccc2c(c1)CCCN2c1nc2ccccc2n2cnnc12
64. CC(C)COC(=O)C(C#N)c1nc2ccccc2nc1N1CCN(Cc2ccccc2)CC1 (stereo not drawn)
assay / entry,57,58,59,60,61,62,63,64
Cdc25B block,10,5,11,3,-1,-9,-14,-1
CatB mix inh,-5,6,4,3,6,4,6,-1
Ecoli tolC,-25,-19,-14,-14,-9,14,9,53
MKP-1 inh,8,7,5,5,18,-7,14,-17
D1 mod,-1,-0.32,0.32,2.1*,0.35,-2.4*,7*,-0.42
AP complement,-3,25,17,16,22,6,25,11
Ec RNAP inh,4,-1,-3,1,4,9,6,-8
CatB inh,2,2,0,0,-2,-5,0,2
Hsp90 block,2,0,0,-1,1,0,-1,1

4 compounds already listed, ordered by the number in CatB inh, smallest number first:
No.	canonical_smiles	Cdc25B block	CatB mix inh	MKP-1 inh	D1 mod	AP complement	Ec RNAP inh	CatB inh
62	Cc1ccc(-c2nc3cc(NC(=O)C(C)C)ccc3o2)cc1	-9	4	-7	-2.4*	6	9	-5
61	CCCC1(C(=O)OC)NC(c2ccc(OC)c(OC)c2)C2C(=O)N(c3ccc4c(c3)OCO4)C(=O)C21 (stereo not drawn)	-1	6	18	0.35	22	4	-2
63	c1ccc2c(c1)CCCN2c1nc2ccccc2n2cnnc12	-14	6	14	7*	25	6	0
57	COc1nc(OC)nc(N2CCC(C(=O)NCc3ccco3)CC2)n1	10	-5	8	-1	-3	4	2

Screening results: PubChem, several laboratories
